# MEX-5 binding: C. elegans MEX-5 TCR-2 RNA binding activity. 300,000 tested, 0.38% active. activity score (negative = inhibition of binding), % at 10 µM. MEX-5/FITC-TCR2 RNA binding, fluorescence polarization; stronger effect = lower value. Q9XUB2;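 active = inhibition past about -25% in most replicates, and total fluorescence under double the plate's negative control median, limit read from the data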;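 note: 0% = DMSO and -100% = 5 µM competing unlabeled TCR2 RNA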
# Target sequence (Q9XUB2 whole entry, looked up): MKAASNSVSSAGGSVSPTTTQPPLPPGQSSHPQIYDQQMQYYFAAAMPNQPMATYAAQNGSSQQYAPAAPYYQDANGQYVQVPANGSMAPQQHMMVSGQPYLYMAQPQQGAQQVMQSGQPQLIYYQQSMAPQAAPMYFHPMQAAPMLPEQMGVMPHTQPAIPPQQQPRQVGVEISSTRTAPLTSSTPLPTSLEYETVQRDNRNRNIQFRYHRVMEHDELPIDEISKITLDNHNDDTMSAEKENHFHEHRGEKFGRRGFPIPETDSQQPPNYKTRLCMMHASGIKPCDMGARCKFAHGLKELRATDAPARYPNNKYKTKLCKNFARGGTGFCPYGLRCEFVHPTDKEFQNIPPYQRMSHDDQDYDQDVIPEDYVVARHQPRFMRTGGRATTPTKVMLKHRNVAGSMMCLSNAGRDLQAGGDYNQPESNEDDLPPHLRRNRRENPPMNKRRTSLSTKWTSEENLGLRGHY
# Active calls of the source: *; & = joins results of further samples. The list is partial (hit frequency here may not be typical).
Compound,MEX-5 binding
Cn1cc(Cl)c(C(=O)OCC(=O)Nc2cccc(Cl)c2)n1,-0.5
CCOc1ccc(C2c3[nH]c4ccccc4c3C[C@H]3C(=O)N(C4CCN(Cc5ccccc5)CC4)CC(=O)N23)cc1OC (stereo not given in full),-0.5
O=C(CCc1ccccc1)NNC(=O)COc1ccc(Cl)cc1,0.2
Oc1ccc(-n2nnnc2SCc2ccccc2Br)cc1,-2.9
CC(=O)N/C(=C\c1ccccc1)C(=O)OCc1ccc(F)cc1,-3.4
Cc1ccc(C(=O)N2CCN(CCNC(=O)C(=O)Nc3ccc(Cl)cc3)CC2)cc1,0.9
c1csc(C(c2nnnn2C2CCCCC2)N2CCN(c3nc4ccccc4s3)CC2)c1 (stereo not given),-1.6
Cc1ccccc1NC(=O)CSc1nc2ccc(Nc3nc(N4CCOCC4)nc(N4CCOCC4)n3)cc2s1,-5.0
O=C(O)CCc1ccc(-c2ccc(Br)cc2)n1-c1ccc(O)cc1,-2.2
COc1ccc(-c2noc(C3CCCN(C(=O)c4ccccc4C)C3)n2)cc1 (stereo not given),0.8

# (cont.)
Compound,MEX-5 binding
Cc1cccc(-n2c(=S)[nH]c3sc4c(c3c2=O)CCc2ccccc2-4)c1,4.1
Cc1ccccc1C(=O)Nc1ccccc1NC(=O)c1ccccc1C,3.3
COC(C[C@H](O)C[C@@H](O)COCc1ccccc1)OC,-3.0
COc1ccc(CCNC(=O)C(=O)c2c[nH]c3ccccc23)cc1OC,0.9
COC(=O)C1CCN(S(=O)(=O)Cc2ccccc2Cl)CC1,-0.1
CSc1nnc2c3c4c(sc3nc(-n3nc(C)cc3C)n12)COC(C)(C)C4,1.9
COc1ccc(/C(O)=C2/C(=O)C(=O)N(c3ccccn3)C2c2ccc(F)cc2)cc1 (stereo not given),-1.4
Nn1cnnc1N/N=C/c1ccc(Cl)cc1Cl,0.4
Cc1cc(C)nc(NS(=O)(=O)c2ccc(NC(=O)c3ccc(O)cc3O)cc2)n1,-2.5
CCN(CC(=O)Nc1c(F)cccc1F)C(=O)c1ccc(=O)[nH]c1,-3.7

# Next part.
Compound,MEX-5 binding
CCn1cc(C(=O)Nc2ccc(-n3cnnn3)c(OC)c2)c(=O)c2ccc(C)nc21,-2.7
Cc1ccc2nc(NCCc3ccccc3)c3nncn3c2c1,1.3
CCCCn1cnc2c(oc3ccccc32)c1=O,3.4
COc1ccccc1CCC(=O)Oc1ccccc1C#N,4.3
COCCCC1CCN(C(=O)C2CCC(=O)N(Cc3ccccc3F)C2)CC1 (stereo not given),-0.7
CC(=O)N1CCN(c2ccc(N=Cc3c(O)n(Cc4ccccc4)c(=O)[nH]c3=O)cc2)CC1,-18
Cc1ccc(NC(=S)N2CCN(S(C)(=O)=O)CC2)cc1,-4.9
c1ccc(-c2ccc(CNC3CC3)cc2)cc1,1.6
O=S(=O)(c1ccccc1C(F)(F)F)N1CCN(CC(O)COc2ccccc2F)CC1 (stereo not given),0.1
Cc1ccc2c(NC(=O)C3CC3)c(C)ccc2n1,-2.3

# Carrying on:
Compound,MEX-5 binding
CCCCCCCn1c2c(c(=N)c3c1CCC3)CCCC2,-2.4
COc1ccc(N(C(=O)c2snc(C(N)=O)c2N)C(C(=O)NC2CCCC2)c2ccco2)c(OC)c1 (stereo not given),1.1
COCC1CCN(Cc2c(C(=O)N3CCc4ccccc4C3)nc3ccc(Cl)cn23)C1 (stereo not given),-22
Cc1ccc(/C(O)=C2/C(=O)C(=O)N(CCCn3ccnc3)C2c2ccccn2)cc1 (stereo not given),1.3
CC(C)CCOc1cccc(OCC(=O)O)c1,-1.4
COc1c(Br)cc(Br)cc1/C=N/NC(=O)c1cccnc1,-0.6
Nc1nonc1-c1nc2ccccc2n1CC(=O)N/N=C/c1ccc(-c2cccc(C(=O)O)c2)o1,2.6
CNc1nc(-c2ccc3c(c2)CCN3C(=O)c2ccccc2F)cs1,-0.2
Cc1cc(C)c(C(=O)CSc2nnc(-c3ccccc3Br)o2)cc1C,0.1
C=CCOc1nc2sc(C)c(C)c2c(=O)n1-c1ccccc1,-0.7

# Continuation:
Compound,MEX-5 binding
CCOC(=O)COc1cc(OCC(=O)OCC)c2c3c(c(=O)oc2c1)CCCC3,-1.1
O=C(O)c1cccc(S(=O)(=O)N2CCN(c3ccccn3)CC2)c1,2.0
O=c1nc2s/c(=C\c3ccc(-c4ccccc4[N+](=O)[O-])o3)c(=O)n2nc1-c1ccccc1,-9.1
COC(=O)C/C=C/[C@@H](C)[C@@H](/C=N/OC[C@H]1O[C@H](c2ccccc2)C=C[C@@H]1Oc1ccc(OC)cc1)NS(=O)(=O)c1ccc(C)cc1,0.6
C/C(=N\NC(=O)c1ccco1)c1ccc(NC(=O)C(F)(F)F)cc1,-0.7
COc1ccc(/C=C2\N=C(C)OC2=O)cc1OC(C)=O,0.0
COc1ccc(NC(=O)c2cc3c(CO)cnc(C)c3oc2=Nc2cccc(C)c2)c(OC)c1,-3.2
NC(=O)C1CCCc2c1n(Cc1ccccc1)c1ccccc21 (stereo not given),-1.6
CCOC(=O)C1=C(C)N=c2s/c(=C\c3cccc(OCC(=O)O)c3)c(=O)n2C1c1ccccc1 (stereo not given),1.0
CC(=O)N1CCN(c2ccccc2NC(=O)c2cccc3c(Cl)cccc23)CC1,0.0

# More structures:
Compound,MEX-5 binding
CCOc1ccc(C(=O)NCC(=O)NC(C)CCc2ccccc2)cc1OCC (stereo not given),-0.3
CC(=O)c1cccc(NC(=O)CN2CCN(Cc3ccccc3)CC2)c1,-3.4
COc1ccc(/C=C2\Cc3ccccc3C2=O)cc1OC,-6.9
Cc1cc(N=Nc2c(O)c3ccccc3[nH]c2=O)ccc1N=Nc1ccc(C(=O)N(C)C)cc1,1.5
CCOCCCNC(=S)N1CCCN(c2nc3c(C)c(C)ccc3cc2C#N)CC1,-1.2
CC(=O)c1cc(-c2ccccc2)n(CC(=O)N2CCC(N3CCCCC3)CC2)c1C,-2.1
Cc1nc(NC(=O)c2ccc(Br)o2)ccc1Br,-0.7
C/C(=C\c1ccc(F)cc1)C(=O)c1c(C)cc(C)[nH]c1=O,-0.7
Nc1nc(-c2ccc3c(c2)CCCC3)c(CC(=O)O)s1,-0.8
O=[N+]([O-])c1cccc(/C([O-])=C(/C(=S)Nc2cccc3ccccc23)[n+]2ccccc2)c1,2.7

# 4 entries from above, with each value named:
Cc1ccccc1C(=O)Nc1ccccc1NC(=O)c1ccccc1C
- MEX-5 binding: 3.3
COC(C[C@H](O)C[C@@H](O)COCc1ccccc1)OC
- MEX-5 binding: -3.0
COc1ccc(CCNC(=O)C(=O)c2c[nH]c3ccccc23)cc1OC
- MEX-5 binding: 0.9
COC(=O)C1CCN(S(=O)(=O)Cc2ccccc2Cl)CC1
- MEX-5 binding: -0.1

# Additional structures follow.
Compound,MEX-5 binding
CC(C)(C)c1ccc(S(=O)(=O)Nc2ccc(C(=O)N3CCCC3)cc2)cc1,2.6
CCCCC(CC)c1nnc(NC(=O)c2cccs2)s1 (stereo not given),1.0
Cn1c(N)c(C(=O)COC(=O)c2cc(-c3ccco3)nc3ccccc23)c(=O)n(C)c1=O,-11
OC(CNCc1cccnc1)COc1ccc2ccccc2c1 (stereo not given),-1.6
Cc1ccc(-c2csc(NC(=O)CSc3nc4ccccc4[nH]3)n2)cc1,1.3
CC1CCCCC1NC(=O)CN1C(=O)c2cccc(N)c2C1=O (stereo not given),-8.0
CCN(Cc1cc2ccc(C)cc2[nH]c1=O)C(=O)c1ccncc1,1.7
C#CCOCCOCCOCCNc1nc(OC)nc(N2CCN(C(=O)[C@H](CCCCN)n3cc(C(N)CO)nn3)CC2)n1 (stereo not given in full),-10
CC1=C(C(=O)NC2CC(C)(C)Cc3c2cnn3-c2ccc(C)cc2)OCCO1 (stereo not given),0.6
COc1ccc(Cn2nnnc2C(c2ccccc2Cl)N2CCN(C)CC2)cc1 (stereo not given),2.7

# A different layout for four compounds above:
Compound: Cc1cc(C)c(C(=O)CSc2nnc(-c3ccccc3Br)o2)cc1C
  MEX-5 binding = 0.1
Compound: Oc1ccc(-n2nnnc2SCc2ccccc2Br)cc1
  MEX-5 binding = -2.9
Compound: COC(=O)C1CCN(S(=O)(=O)Cc2ccccc2Cl)CC1
  MEX-5 binding = -0.1
Compound: O=C(CCc1ccccc1)NNC(=O)COc1ccc(Cl)cc1
  MEX-5 binding = 0.2

# Continued:
Compound,MEX-5 binding
O=C(N/N=C/c1coc2ccc(Cl)cc2c1=O)c1cc(O)cc(O)c1,-1.8
CCC(=O)Nc1c(-c2ccc(C)cc2)c(=O)c2ccccc2n1C,7.9
O=C(CN1CCSCC1)N1CCc2[nH]c3ccc(Br)cc3c2C1,-1.1
Cc1ccc(-c2cc(C(=O)O)c3cc(Br)ccc3n2)s1,2.0&2.3
COc1cc2ccccc2cc1C(=O)Nc1ccc(Br)cn1,-0.7
CN(Cc1ccccc1)C(=O)CCC1CCN(C(=O)CC2=CCCCC2)CC1,-0.2
COCCN(Cc1cn[nH]c1-c1ccc2cc(OC)ccc2c1)C(C)C,2.3
CCOc1ccc(CCNC(=O)/C=C/c2ccco2)cc1OCC,0.5
CCC(C)(C)c1ccc(OCCCC[n+]2cccc(C)c2)c(C(C)(C)CC)c1,-1.8
CC(=O)Nc1cccc(C(=O)N(CCc2ccccc2)Cc2ccccc2)c1,0.5

# (further entries)
Compound,MEX-5 binding
CC(C)(C)CN1CCN(Cc2c[nH]c3ccccc23)CC1CCO (stereo not given),2.0
CC(=O)c1ccc(NC(=O)Nc2ccc(S(=O)(=O)N3CCCC3)cc2)cc1,-3.1
C=CCn1c(NCc2ccco2)nc2ccccc21,3.5
O=C(Nc1ccc(Cl)cc1)C1CCCC1,0.3
[O-][n+]1c(/C=C/c2ccccc2)ccc2ccccc21,-0.6
O=C(COC(=O)c1n[nH]c2ccccc12)Nc1cccc(S(=O)(=O)N2CCOCC2)c1,-0.3
COc1ccc(CN2CCNC(=O)C2CC(=O)N(C)CC2CCOCC2)cc1C (stereo not given),-2.3
COc1ccccc1C(=O)NNC(=O)c1ccc(NC(=O)C(C)C)cc1,-0.4
CN1C(=O)/C(=C\c2cccc(OCc3ccccc3)c2)SC1=S,0.3
Cc1cc(C)cc(NC(=O)Cn2cc(C=O)c3ccccc32)c1,3.0

# (cont.)
Compound,MEX-5 binding
Cc1nc(Nc2cccc(O)c2)c2oc3ccccc3c2n1,-3.3
Cc1ccc(-n2c(C)c(C)c3c(NCCCO)ncnc32)cc1,0.1
O=C(CNC(=O)c1ccco1)Nc1ccc(OC(F)F)cc1,-1.2
COC(C/C=C/[C@H](O)COCc1ccccc1)OC,2.1
CN1CCN(Cc2cccc3ncccc23)CC1CCO (stereo not given),-0.4
CCCCCC(O)(c1ccccc1)C(CN1CCOCC1)c1ccccc1 (stereo not given),-0.1
COc1ccc(C(C2C(=O)CC(C)(C)CC2=O)C2C(=O)CC(C)(C)CC2=O)cc1CO,-0.7
c1ccc(N=Nc2cn[nH]c2-c2ccco2)cc1,-1.9
Cc1ccc2[nH]c(=O)c(CN(CCN3CCOCC3)C(=O)Nc3ccccc3F)cc2c1,0.7
Cc1ccc(S(=O)(=O)NCC(=O)NC2CCCC2)cc1,0.6

# Other entries follow:
Compound,MEX-5 binding
CCOCCCNC(=O)c1cn(CC(C)C)c(=O)c2cc(OC)c(OC)cc12,0.7
CCOc1cc(C2C3=C(CC(C)(C)CC3=O)N(CCCOC)C3=C2C(=O)CC(C)(C)C3)ccc1O,1.2
O=S(=O)(c1cccc2nsnc12)N1CCc2ccccc21,0.7
COc1ccc(S(=O)(=O)NNC(=O)Nc2ccccc2OC)c(OC)c1,-4.2
C/C(=N\NC(=O)c1ccn(C)n1)c1ccc(NC(=O)C2CCC2)cc1,-0.2
O=C(CSc1nnc2ccc(-c3ccco3)nn12)Nc1ccccc1F,0.0
COc1ccc(Br)cc1CNC(=O)Cc1cccs1,6.9
Cc1c(N/N=C(\C#N)C(=O)c2ccccc2)c(=O)n(-c2ccccc2)n1C,9.5
COc1ccc(C2CC(=O)C(C=NCCN3CCNCC3)=C(O)C2)cc1OC (stereo not given),0.7
CC(C)c1nc(CNC(=O)C2CCC(=O)N(CCc3cccc(F)c3)C2)cs1 (stereo not given),2.6

# Additional compounds:
Compound,MEX-5 binding
O=c1[nH]c(C2CCN(S(=O)(=O)c3ccc4c(c3)OCCO4)CC2)nc2c1nnn2Cc1ccccc1,-0.8
O=S(=O)(Nc1ncccn1)c1ccc(F)cc1,0.5
COc1ccc(CN2C(=O)c3ccccc3C2C(=O)NC2CCCCCC2)c(OC)c1 (stereo not given),2.2
O=C(O)C(Cc1ccc(Cl)cc1)Sc1nc2ccccc2[nH]1 (stereo not given),0.3
COc1ccc(N2CCN(CCNC(=O)Nc3cc(Cl)ccc3Cl)CC2)cc1,2.5
COc1cccc(NC(=O)N2CCC(NC(=O)C(Cc3ccccc3OC)NC(C)=O)CC2)c1 (stereo not given),0.2
CS(=O)(=O)N(CC(=O)Nc1cccc(Br)c1)Cc1ccccc1,2.0
CC(C)(C)c1csc(NC(=O)c2cccnc2)n1,0.4
Cc1ccc(C(=O)CN2CCN(c3ccccn3)CC2)c(C)c1,-0.1
CN(C)c1ccc(/C=C/c2c([N+](=O)[O-])c(=O)n(C)c(=O)n2C)cc1,0.1

# (more compounds)
Compound,MEX-5 binding
COC(=O)N/N=C\c1ccccc1OC/C=C/c1ccccc1,-2.2
Cc1ccc(NS(=O)(=O)N2CCOCC2)cc1,0.7
COc1ccc(CC(NC(C)=O)C(=O)NC2CCN(C(=O)c3ccc(Cl)cc3)CC2)cc1 (stereo not given),0.8
CCOc1ccccc1CNc1ccc(O)cc1,1.2
Cn1cc(CCCC(=O)NCc2ccc(F)cc2)c2ccccc21,2.8
